# Compound activity from PubChem.
# SR-BI HDL uptake: mouse SR-BI HDL lipid transfer inhibition. Q61009. ldlA[mSR-BI] CHO cells, DiI-HDL uptake fluorescence, 3 h. inhibition, % at 12.5 µM. 0.96% of 320,000 active;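 active means mean replicate inhibition of at least 70% and a set share of replicates each scoring 70 or more; inconclusive means meets just one of the two criteria; inactive means fails both criteria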;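 further: 0% = median of neutral control wells and 100% = median of positive control wells; values of inactives mirror those of a sister screen read the other way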
# V-ATPase pH: regulators of yeast V-ATPase proton transport | response, % at 10 µM | AID 504577 | S. cerevisiae, pHLuorin cytosolic pH fluorescence | 0.37% of 350,000 active; in the data active means response mostly above about 7.3%, no sharp cut-off; inactive means mostly below about 5.4%; further: actives read high; inactives centre near 0; some compounds called inactive have numbers as strong as hits; reference of the scale not given here
# MITF act: increases MITF-driven TRPM1 promoter luciferase signal | AID 588334 | 0.75% of 300,000 active | activation, % at 12.5 µM | SK-MEL-5 TRPM1-promoter luciferase, 24 h; % of positive control, neutral wells = 0;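 active means mean activation of at least 80% with every replicate also reaching 80%; inconclusive means mean reaches 80% but some replicate falls short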;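 further: 0% = neutral control wells and 100% = parthenolide positive control wells; values of inactives mirror those of a sister screen read the other way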
# dFosB act: activators of mouse delta FosB homodimer; purified delta FosB, TAMRA-CDK5 oligo fluorescence polarization; percent of positive-control signal above neutral wells; 0.99% of 340,000 active; P13346; activation, % at 25 µM;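 active means mean activation above about 17%, with every replicate also reaching it, limit read from the data, passing the limit was not always enough; inconclusive means only one of the two conditions met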;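 further: fluorescence polarization rise as delta FosB binds a TAMRA Cdk5 AP-1 oligo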
# Target sequence (P13346 whole entry, looked up): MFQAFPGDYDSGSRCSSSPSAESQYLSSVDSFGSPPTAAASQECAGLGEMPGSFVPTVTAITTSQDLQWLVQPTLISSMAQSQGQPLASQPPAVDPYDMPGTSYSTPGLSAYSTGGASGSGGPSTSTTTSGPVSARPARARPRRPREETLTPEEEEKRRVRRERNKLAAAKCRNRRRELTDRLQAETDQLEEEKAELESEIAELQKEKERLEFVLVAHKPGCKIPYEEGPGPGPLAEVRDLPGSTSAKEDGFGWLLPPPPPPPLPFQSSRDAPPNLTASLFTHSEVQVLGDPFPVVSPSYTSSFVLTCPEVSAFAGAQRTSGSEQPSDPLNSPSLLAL
# HTR5A inv ctr: HTR5A inverse agonism, opioid heterodimer counter-screen; AID 504634; HTR5A cell line, luminescence; P47898; inhibition, % at 9.3 µM; 0.083% of 340,000 active; in the data active means inhibition mostly above about 23%, no sharp cut-off; inactive means mostly below about 18%;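 further: 0% = cells with DMSO and 100% = no-cell wells with DMSO; some compounds called inactive have numbers as strong as hits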
# PvdQ acylase: blocks Pseudomonas aeruginosa PvdQ acylase activity. 0.063% of 340,000 active. purified PvdQ acylase, fluorescence plate reader. inhibition, % at 10 µM; in the data active means inhibition above about 30%, passing the limit was not always enough; inconclusive means no clear call, values can overlap the other calls;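 further: 0% = vehicle neutral wells and 100% = reference inhibitor wells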
# NSD2 HMT inh: inhibitors of human histone methyltransferase NSD2; NSD2 peptide methylation, AlphaScreen, 120 min; inhibition, % at 12.5 µM; 0.54% of 310,000 active; in the data active means inhibition above about 50%
# CDK5 p35 inh: CDK5/p35 (human) kinase inhibition. inhibition, % at 10 µM. Recombinant CDK5/p35, ADP-Glo luminescence, 60 min. 0.01% of 330,000 active;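 active means highest replicate inhibition of at least 50% and at least 75% of replicates reaching 50%; inconclusive means only one of the two criteria met; inactive means both criteria failed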;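 further: plate controls were DMSO neutral control for no effect and GW8510 at 10 µM for full effect; many of its hits are not listed in these tables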
# Target sequence (Q00535 whole entry, looked up): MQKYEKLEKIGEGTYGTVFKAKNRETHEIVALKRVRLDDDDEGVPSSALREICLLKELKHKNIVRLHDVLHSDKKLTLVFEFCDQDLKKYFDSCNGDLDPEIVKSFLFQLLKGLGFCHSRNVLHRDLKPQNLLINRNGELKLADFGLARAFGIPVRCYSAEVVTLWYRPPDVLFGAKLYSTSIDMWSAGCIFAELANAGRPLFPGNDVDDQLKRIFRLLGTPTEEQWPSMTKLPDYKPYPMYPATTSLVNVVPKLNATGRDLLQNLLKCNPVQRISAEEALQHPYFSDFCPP
# Target sequence (Q15078 whole entry, looked up): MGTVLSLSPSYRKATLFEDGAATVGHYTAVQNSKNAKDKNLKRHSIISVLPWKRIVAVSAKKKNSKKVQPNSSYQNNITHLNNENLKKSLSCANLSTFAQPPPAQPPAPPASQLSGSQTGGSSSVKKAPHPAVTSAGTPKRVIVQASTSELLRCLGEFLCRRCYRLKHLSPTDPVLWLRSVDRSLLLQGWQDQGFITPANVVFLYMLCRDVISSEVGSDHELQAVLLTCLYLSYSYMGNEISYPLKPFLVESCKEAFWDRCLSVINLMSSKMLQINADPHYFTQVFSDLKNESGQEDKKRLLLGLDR
# HTR5A ag: HTR5A agonism, opioid heterodimer counter-screen | HTR5A agonist assay, luminescence, cell-based | activation, % at 9.3 µM | 0.61% of 340,000 active; in the data active means activation mostly above about 9.5%, no sharp cut-off; inactive means mostly below about 7.6%;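 further: 0% = cells with vehicle only and 100% = reference agonist; strong numbers were not always called active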
# Wnt bcat act: activates Wnt/beta-catenin signaling in a reporter cell assay; activator, plate reader; activation, % at 9.35 µM; 1.2% of 300,000 active; AID 743398; in the data active means activation above about 30%, passing the limit was not always enough; inconclusive means no clear call, values can overlap the other calls;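 further: 0% = neutral control wells and 100% = positive control wells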
# * = called active by the depositor; ? = inconclusive; nt = no result given.
Molecule	SR-BI HDL uptake	V-ATPase pH	MITF act	dFosB act	HTR5A inv ctr	PvdQ acylase	NSD2 HMT inh	CDK5 p35 inh	HTR5A ag	Wnt bcat act
CCC(=O)Nc1c(C(=O)N2CCN(c3ccccn3)CC2)cnn1-c1ccc(C)cc1	-6	-2	0	-3	-6	-11	-3	nt	2	-1
CCOC(=O)C(CCC#N)(CCC#N)C(=O)OCC	-21	10	nt	0	-9	4	-1	1.3	3	-5
C/C=C(\C)C(=O)NCCN1C2=NC[C@@H](C)N2C[C@H]1Cc1ccc(O)cc1	-14	-2	-5	-2	2	0	nt	-1.6	1	-3
CCOC(=O)CCNC(=O)N1CCCC(CCC(=O)N(C)CCc2ccccn2)C1 (centres undefined)	-5	4	-10	-3	0	6	-3	-0.8	0	-2
CCOc1ccc(CC(=O)NNC(=O)NC2CCCCC2)cc1	-4	3	-10	-5	-2	-10	-1	0.5	-3	-1
O=C(c1ccccc1)N1CCN(CC(O)COC2CCCCC2)CC1 (centres undefined)	5	2	-8	7	12	-12	-2	3.7	2	1
COc1ccc(C(O)P(=O)(OCc2ccccc2)c2ccc(N(C)C)cc2)cc1 (centres undefined)	1	-1	nt	-4	-4	-18	-6	3.3	-6	11
Cc1cc(C)c2sc(N(CCCN(C)C)C(=O)CN3C(=O)c4ccccc4C3=O)nc2c1	nt	5	-31	31*	-5	3	1	-2.1	0	0
Cc1ccc2nc(C(=O)O)c(C(=O)O)nc2c1	-10	1	0	-4	2	8	1	4.9	4	-4
O=C(Nc1ccc2c(c1)nc1n2CCSC1)c1ccccc1	14	1	22	-10	-1	-9	3	3.2	1	12
COc1cc(Br)cc2cc(C(=O)N3CCN(C(=O)c4ccco4)CC3)c(=O)oc12	-1	7	-5	-4	9	-14	-4	-0.1	-8	nt
COc1ccc(CCNC(=O)c2ccc(Cl)cc2Cl)cc1OC	15	4	0	-5	-9	-7	-1	-0.5	0	-2
C/C(CC(=O)NC12CC3CC(CC(C3)C1)C2)=N\NC(=O)c1ccc(C)cc1	-8	-2	-7	-8	6	3	-4	1.0	3	-1
CCOC(=O)N1CCN(C(=O)COC(=O)COc2c(C)cc(C)cc2C)CC1	-19	-6	-3	-7	-12	4	-2	1.9	5	2
O=C1CC(c2nc3ccccc3[nH]2)CN1Cc1ccccc1 (centres undefined)	-4	1	1	-3	0	-7	nt	1.5	0	-4
O=C(Nc1nnc(SCc2c(Cl)cccc2Cl)s1)C1CC(=O)N(c2ccc3c(c2)OCCO3)C1 (centres undefined)	17	8	1	3	-7	-28	-5	-0.3	3	-4
Cc1ccc(SCc2ccc(C(=O)Nc3cccnc3)cc2)cc1	-23	2	-10	-1	-34	-8	3	0.6	5	1
CSc1nc2ccccc2c(=O)n1C1CCCCC1	6	-2	-2	-7	-7	-11	-4	1.3	2	2
Nc1cc(=O)[nH]c(SCC(=O)Nc2ccc(S(=O)(=O)N3CCOCC3)cc2)n1	-13	0	7	-6	-6	-5	5	-0.1	0	-1
O=C(COC(=O)c1cc(S(=O)(=O)N2CCOCC2)ccc1F)NCCc1ccc(F)cc1	2	-5	-3	-11	-16	-10	0	-1.5	6	6
COc1ccc(C(C#N)N2N=C(C)CC2(C)C)cc1 (centres undefined)	8	5	-26	1	14	-15	-2	0.0	0	-9
Cc1cc2c(SCC(=O)Nc3ccccc3O)ncnc2s1	-4	5	11	-10	-11	-12	1	-0.9	3	0
COc1ccc(N/C=C/C(=O)c2ccc(Oc3ncccn3)cc2)cc1	30	0	18	2	-22	-6	3	1.6	-4	nt
O=C(NCc1ccco1)Nc1ccc2nsnc2c1	-9	-2	19	2	-12	15	29	1.3	3	-1
Cn1cccc1P(=O)(c1cccn1C)c1cccn1C	-9	-3	-8	0	9	-2	2	-1.1	0	1
Cc1ccc(C(=O)N/C(=C/c2ccc(Cl)cc2)C(=O)Nc2cccc(C(=O)O)c2)cc1	-6	0	0	3	-3	-3	0	-0.5	-1	nt
COc1ccc(OC)c2sc(NC(=O)c3cccc(N4C(=O)CCC4=O)c3)nc12	nt	-2	-6	67*	11	-15	0	-2.1	-3	-3
O=C(NCc1ccccc1)C1=C[C@@H](c2ccc(Br)cc2)C[C@@H](OCCCCO)O1	0	-2	-8	-9	-5	-14	nt	0.8	-1	-2
CC(C)c1ccccc1NC(=O)C1C2C=CC(C2)C1C(=O)O (centres undefined)	-15	0	nt	9	-12	-19	1	-0.5	3	-1
O=C(OCC(=O)N1CCN(c2ccccc2)CC1)c1ccncc1	13	3	-11	1	12	-5	0	0.2	1	2
O=C(O)CC1Sc2nc3ccccc3n2C1=O (centres undefined)	1	-1	-8	-2	-19	-4	-1	2.0	-1	nt
c1ccc2cc(-c3cc4ccccn4c3)ccc2c1	19	-2	27	-8	16	-10	nt	0.6	2	10
CCOC(=O)C1=C(C)NC(=O)NC1c1ccc(N2CCC(c3ccccc3)=N2)cc1 (centres undefined)	?	-1	17	0	6	-6	-4	-0.8	-2	6
COc1ccc(NC(=O)Cn2nc3n(c2=S)CCC3)cc1	-13	2	nt	-2	4	-15	-1	-0.3	5	0
OC(CON=C1c2ccccc2-c2ccccc21)CN1CCNCC1 (centres undefined)	-13	0	-4	-20	-23	-1	3	-1.4	9	-20
Cc1cccc(NC(=S)NC2CC3CCCC(C2)N3Cc2ccco2)c1 (centres undefined)	6	6	9	-4	6	8	4	2.8	-2	-1
CC(=O)c1ccc(S(=O)(=O)NCCc2cn3ccc(C)cc3n2)cc1	6	-2	6	5	13	-12	0	-0.8	1	-1
CCCNC(=O)COC(=O)c1ccccc1C(=O)c1ccc(Cl)c([N+](=O)[O-])c1	24	0	-85	-12	10	3	4	0.7	-7	-9
CC(C)(C)C(=O)NC1=NCCS1	-12	-2	-4	2	12	-8	-2	0.3	-4	nt
CC(=O)c1cc2c(cc1NC(=O)CSc1nnc(C)s1)OCO2	13	4	-12	-1	7	-17	-2	1.0	-2	nt
CCOC(=O)CSc1nnc(-c2ccc([N+](=O)[O-])cc2)o1	-16	2	12	0	11	-5	0	-2.9	-3	-4
Cn1c(CCC(=O)O)nc2cc(S(=O)(=O)N3CCCC3)ccc21	-13	-3	-5	2	-2	2	-2	0.7	0	3
CC(C)COc1ccc(S(=O)(=O)NNC(=O)c2cc3ccccc3o2)cc1	-18	-1	-5	-5	-7	-26	1	-3.1	1	-1
Cc1ccc(C(=O)N2CCCC2)cc1S(=O)(=O)Nc1cccc(C)c1C	16	3	4	-8	0	-8	-4	0.6	0	0
COc1c(Cl)cnn(-c2ccc(C)cc2)c1=O	-16	3	10	3	1	-13	-2	-0.6	-1	4
COC(=O)[C@@]12CCCCN1[C@H](c1ccc(-c3ccc4c(c3)OCO4)c(OC)c1)[C@@H]1C(=O)N(C)C(=O)[C@@H]12	-22	11	6	1	7	-1	nt	0.9	-2	-2
Cc1cc(C)nc(NS(=O)(=O)c2ccc(NC(=O)COc3ccccc3F)cc2)n1	-3	-3	-4	-7	0	-11	2	0.6	0	3
Cc1ccc(C2(CCNC(C)c3cccs3)CCOC(C(C)C)C2)cc1 (centres undefined)	-35	1	-4	2	3	-13	5	-0.9	-1	-1
COc1ccc(NS(=O)(=O)c2cccc(C(=O)NN=Cc3ccc(O)c(OC)c3)c2)cc1	21	0	-3	8	13	2	-2	1.2	-4	-4
Cc1[nH]c2ccccc2c1C(=O)COC(=O)C1CC(O)CN1S(=O)(=O)c1ccc(Cl)cc1 (centres undefined)	31	-2	-6	-8	-6	0	0	-0.1	2	4

# The list goes on.
Molecule	SR-BI HDL uptake	V-ATPase pH	MITF act	dFosB act	HTR5A inv ctr	PvdQ acylase	NSD2 HMT inh	CDK5 p35 inh	HTR5A ag	Wnt bcat act
Cc1ccc(C(C)C)c(OCC(O)CN2CCOCC2)c1 (centres undefined)	-4	1	-6	-2	-8	0	-1	0.9	-1	nt
N=c1n(CCO)c2ccccc2n1Cc1ccccc1Cl	-18	0	-6	-5	-34	-1	-1	0.5	5	0
COc1ccc(NS(=O)(=O)c2ccc(OC)c(N(C)S(=O)(=O)c3ccc(Cl)cc3)c2)cc1	16	-1	-23	-1	16	-7	-3	-2.6	1	-1
C#CCOCCOCCOCCNc1nc(N2CCN(C(=O)[C@H](CCCN=C(N)N)n3cc(C(N)[C@H](C)CC)nn3)CC2)nc(N2CCN(C(=O)[C@H](CCCN=C(N)N)n3cc(C(N)[C@@H](C)CC)nn3)CC2)n1 (some centres undefined)	-9	1	3	22*	14	-14	nt	2.3	0	nt
Cc1cccc(Nc2nnc(SCc3cc(=O)n4cc(C)ccc4n3)s2)c1	2	1	1	3	-5	-5	-2	1.9	-2	0
COc1ccc(N(CC(=O)NC2CCCCC2)C(=O)CCCC(=O)Nc2ccccn2)c(OC)c1	13	-1	-5	-6	16	-9	-1	0.4	0	nt
CCOC(=O)CSc1nnc(CSc2nc3sc4c(c3c(=O)[nH]2)CCC4)n1-c1ccccc1	-21	1	nt	-6	10	-8	2	2.2	4	nt
N#CCCN1CCN(C(=S)c2ccc(-c3ccc(Cl)c(Cl)c3)o2)CC1	61	0	48	14	-21	3	nt	1.6	6	nt
COc1ccc(CN2CCN(C(=O)C3CCN(C(=O)Nc4ccccc4)CC3)CC2)cc1OC	33	-2	1	-2	-26	-20	-3	-2.8	11	-1
O=C1CCC(C(=O)N2CCOCC2)CN1Cc1ccc(Cl)cc1 (centres undefined)	-20	-2	11	5	16	-1	0	-2.4	-6	-2
Cc1ccc2c(c1)C(=O)C(=O)N2c1ccc(Cl)cc1	-6	-7	3	-7	24	-6	nt	-1.5	1	2
CCOC(=O)CNC(=O)c1ccc2[nH]c3c(c2c1)CCCC3	24	-4	4	-4	-1	6	1	1.8	0	1
CCCCn1c(SCC(=O)NC(=O)NCc2ccco2)nc2cc(S(N)(=O)=O)ccc21	3	0	-10	-5	0	-12	nt	-5.5	0	nt
CCN(CC)S(=O)(=O)c1cccc(-c2nnc(SCC#N)n2Cc2ccccc2)c1	17	4	nt	-10	-18	-12	3	0.3	2	4
Cc1ccc(C)c(OCc2nc(-c3cccnc3)no2)c1	28	3	35	-1	-9	-12	-3	0.3	5	nt
C/C=C(\C)CN1CCC(n2nccc2NC(=O)c2ccc(OC)cc2)CC1	-7	0	-4	1	-32	-12	-4	-0.3	-2	-1
Cc1ccccc1NC(=O)C(=O)NCCCN1CCCC1=O	1	0	27	4	-12	2	-2	-0.9	5	2
O=C(NC12CC3CC(CC(C3)C1)C2)N1CCN(S(=O)(=O)c2ccc(Cl)cc2)CC1	-27	0	nt	-6	-8	-12	-1	-0.4	7	-5
Cc1cc(C(=O)NN=C2CCCC2)c2ccccc2n1	-12	2	-4	1	1	-5	-1	0.2	-1	2
Nc1cc(C(F)(F)F)ccc1Nc1ccccc1	-8	3	2	4	3	2	2	0.1	-1	15
CN1CCN(C(=O)c2ccc(CSc3ccc(Cl)cc3)cc2)CC1	46	-4	2	-3	9	-13	8	-1.3	-3	-2
O=C1c2ccccc2-c2c1c1ccccc1c(=O)n2CCO	0	-6	-16	-6	-2	10	27	-1.1	0	-3
CCCc1cc(NCCCN(C)C)n2c(nc3ccccc32)c1C#N	-19	-1	13	1	20	-5	1	-1.0	-5	1
